aGlu spleen mod = inhibitors or activators of human alpha-glucosidase in spleen homogenate; human spleen homogenate, 4-MU-alpha-glucoside fluorescence; Potency, µM (series often up to 79.9 µM), for the others: top-dose activity change, negative = inhibition, usual class: inhibitors; actives 0.006% (n = 240,000); AID 2112;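 also: 0% = enzyme with vehicle and -100% = no enzyme basal signal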
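Compounds were titrated against alpha-glucosidase in spleen homogenate at pH 5.0, with 1 mM 4-methylumbelliferyl substrate for 40 min at 37 C. Reactions were quenched with pH 10 NaOH/glycine and fluorescence measured.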
aGal spleen mod = inhibitors or activators of human alpha-galactosidase in spleen homogenate. P06280. human spleen homogenate, 4MU-alpha-Gal fluorescence, 40 min. Potency, µM (doses to about 80 µM), without a hit: top-dose activity change, negative = inhibition, hits mostly inhibitors. actives 0.008% (n = 240,000). AID 2107;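 also: 0% = enzyme with vehicle and -100% = no enzyme basal signal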
Target sequence (P06280 32-429 limits assumed): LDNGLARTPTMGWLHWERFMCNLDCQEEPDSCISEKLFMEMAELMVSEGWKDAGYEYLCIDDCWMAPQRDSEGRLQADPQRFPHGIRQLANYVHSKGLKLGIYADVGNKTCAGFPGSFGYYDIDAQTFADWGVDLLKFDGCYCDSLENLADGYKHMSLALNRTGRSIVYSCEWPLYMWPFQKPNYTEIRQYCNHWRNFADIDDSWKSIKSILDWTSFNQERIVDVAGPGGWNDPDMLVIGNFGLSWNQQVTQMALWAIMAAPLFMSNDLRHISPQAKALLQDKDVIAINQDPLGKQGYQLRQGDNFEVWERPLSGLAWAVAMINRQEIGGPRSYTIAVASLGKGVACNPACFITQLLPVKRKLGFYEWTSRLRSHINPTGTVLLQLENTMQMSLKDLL
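Human spleen homogenate (1 ug) was the enzyme source, with 4-methylumbelliferyl-alpha-D-galactopyranoside (1 mM final) in pH 5.0 citrate buffer with 0.01% Tween-20. Compounds were titrated; after 40 min at 37C, NaOH/glycine stop, 4-MU fluorescence read; AC50 from Hill fits.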
Tau fluor cs = counter-screen for tau fibril formation inhibitors; tau K18 P301L Alexa594 fluorescence, heparin fibrillization; Potency, µM (series often up to 57.7 µM), for inactives: at the top dose activity change, negative = decrease; actives 0.93% (n = 280,000); also: % is scaled to controls: 0 for no effect and ±100 for the full control effect; nearly all actives have a fitted effect of over 55% in size
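Human tau K18 P301L (15 uM unlabeled, 0.24 uM Alexa 594-labeled) in 100 mM sodium acetate pH 7 with 20 uM heparin, 6 hr at 37 C. ThT 30 uM added, 1 hr ambient; Alexa 594 FP and total fluorescence read at 555/632 nm.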
Epigenetic derep = epigenetic control regulation, reporter derepression; murine LDR cells, GFP reporter derepression, 30 h; Potency, µM (titrated, usually from 53.9 µM), for the others: top-dose GFP activation, most hits filed as activators; actives 0.2% (n = 280,000); also: % of control where 0% means no effect; nearly all actives have a fitted effect of over 60% in size
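Murine LDR cells carrying a silenced, genomically integrated CMV-driven GFP reporter were exposed to compound for 30 hours at 37 C. After PBS washes, GFP-positive cells (20–120 um objects) were counted by laser-scanning microplate cytometry.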
GAA glycogen = alters human alpha-glucosidase cleavage of glycogen; P10253; recombinant GAA, glycogen substrate, Amplex Red glucose oxidase fluorescence; Potency, µM (titrated, usually from 76.4 µM), for the others: top-dose activity change, negative = inhibition, actives largely listed as inhibitors; actives 0.38% (n = 300,000);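 also: 0% = full enzyme reaction and -100% = no-enzyme basal signal; the screen sought inhibitors and activators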
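Natural-substrate format: glycogen cleavage by 4 nM human enzyme, glucose read by Amplex Red coupling (Ex 573, Em 610 nm). Normalized to enzyme and no-enzyme controls.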
NPSR antagonist = antagonists of human neuropeptide S receptor cAMP signaling | actives 1% (n = 220,000) | Q6W5P4 | Potency, µM (top dose mostly 38.3 µM), for inactives: at the highest dose activity change, negative = inhibition, usual class: inhibitors | AID 1461 | CHO-NPSR cells, cAMP TR-FRET, antagonist mode; also: % is scaled to controls: 0 for no effect and ±100 for the full control effect; nearly all actives have a fitted effect of over 50% in size; many of its hits are not listed in these tables
GAA inhib = blocks human lysosomal alpha-glucosidase | purified human GAA, 4-MU-alpha-glucoside fluorescence | Potency, µM (titrated, usually from 76.9 µM), for the others: top-dose activity change, negative = inhibition, actives largely listed as inhibitors | actives 0.005% (n = 200,000) | AID 1466;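 also: plate controls were uninhibited enzyme wells for no effect and no-enzyme background for full effect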
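Endpoint fluorogenic read: 20 min room-temperature reaction of 4 nM human alpha-glucosidase with 400 uM 4-methylumbelliferyl-alpha-D-pyranoside, pH 5.0, quenched with 1M NaOH/1M glycine pH 10. AC50 from Hill modeling.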
ALDH1A1 inh = blocks purified human ALDH1A1 activity. P00352. actives 7.3% (n = 220,000). Purified ALDH1A1, NADH fluorescence, propionaldehyde substrate. Potency, µM (titrated, usually from 75.3 µM), inactives show top-dose activity, negative = inhibition, hits mostly inhibitors; active = well fitted inhibition curve with a large enough effect, not every such curve was filed as active; inconclusive = small, poorly fitted or top-dose-only effect, or another doubt; inactive = no such curve, though single readings can be large or run the other way;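 also: plate controls were no enzyme wells and a reference inhibitor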
Target sequence (P00352 whole entry, looked up): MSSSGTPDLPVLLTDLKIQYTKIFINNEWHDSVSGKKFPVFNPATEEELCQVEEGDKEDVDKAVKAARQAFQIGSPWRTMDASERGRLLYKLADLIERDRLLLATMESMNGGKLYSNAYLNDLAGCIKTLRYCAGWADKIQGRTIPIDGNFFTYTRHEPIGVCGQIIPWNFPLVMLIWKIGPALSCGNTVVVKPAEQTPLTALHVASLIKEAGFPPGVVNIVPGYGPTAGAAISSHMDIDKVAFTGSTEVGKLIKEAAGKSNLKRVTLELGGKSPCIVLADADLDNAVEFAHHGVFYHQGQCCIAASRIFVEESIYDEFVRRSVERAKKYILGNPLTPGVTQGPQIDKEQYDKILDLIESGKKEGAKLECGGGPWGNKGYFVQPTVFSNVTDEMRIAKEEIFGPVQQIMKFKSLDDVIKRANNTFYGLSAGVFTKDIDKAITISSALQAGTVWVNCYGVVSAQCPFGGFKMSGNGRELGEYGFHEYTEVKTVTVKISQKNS
Numbers without * were called inactive; ? = inconclusive; . = not tested or not shown; & = joins results of further samples; [ ] = remark or other dose. Unless noted, calls follow the shape of the dose curve; as a rule, active = well fitted curve in the direction sought with a large enough effect; inconclusive = small, poorly fitted or top-dose-only effect, or another doubt; inactive = no such curve, though single readings can be large; an effect the other way counts as inactive or inconclusive. Potency is read from the fitted curve at half-maximal effect.

item | Compound | aGlu spleen mod | aGal spleen mod | Tau fluor cs | Epigenetic derep
1 | CCN(CC)c1ccc(/C=N/N2CCN(Cc3ccccc3Cl)CC2)c(O)c1 | 1% | 1% | ? | -2.1%
2 | Cc1[nH]ccc(=O)c1OCc1c(F)cccc1Cl | -1% | -13% | 5% | -8.3%
3 | CN1/C(=C\C(=O)C[n+]2cccc(C(N)=O)c2)C(C)(C)c2ccccc21 | -15% | -7% | -6% | 1.1%
4 | O=C(Cc1c(O)c2ccccc2[nH]c1=O)OC1CCCCC1 | 5% | 11% | 3% | -1.5%
5 | CCOC(=O)c1c(NC(=O)c2cccs2)sc2c1CC(C)(C)OC2 | 1% | 12% | -26% | -2.5%
6 | CCN(CC)C(=O)c1cnn(-c2ccccc2)c1NC(=O)c1ccccc1F | -4% | -4% | -1% | 0.1%
7 | CCOC(=O)C(=NC(C)CC)NNc1cccc(C(F)(F)F)c1 (stereo unspecified) | 0% | -1% | ? | 0.0%
8 | O=C(Nc1nccs1)NC(C(F)(F)F)C(F)(F)F | -11% | 10% | -5% | -0.2%
9 | CCCNC(=O)c1ccc(Cn2c(=S)[nH]c3c([nH]c4ccc(OC)cc43)c2=O)cc1 | -2% | -1% | 1% | 1.1%
10 | COc1ccccc1-n1c(SCC(N)=O)nc2sc3c(c2c1=O)CCC3 | -3% | -4% | -4% | -4.4%
11 | OC(CNCC1CCCO1)COc1ccc(OCC(O)CNCC2CCCO2)cc1 (stereo unspecified) | -1% | 4% | 0% | -0.8%
12 | Cc1ccccc1NC(=S)NCc1ccc2c(c1)OCO2 | 1% | -2% | -3% | 0.8%
13 | CCC(C)NS(=O)(=O)c1ccc(S(=O)(=O)N(CC(=O)Nc2ccccc2)CC2CCCO2)cc1 (stereo unspecified) | -2% | 1% | -21% | -1.0%
14 | Cc1csc(NC(=O)CSc2ncc(-c3ccccc3)[nH]2)n1 | -8% | -4% | -24% | -0.1%
15 | COC(=O)c1c(NC(=O)COC(=O)CCS(=O)(=O)c2ccc(C)cc2)sc(C)c1C | 2% | 0% | -8% | -1.9%

item | GAA glycogen | NPSR antagonist | GAA inhib | ALDH1A1 inh
1 | -21% | 31% | . | .
2 | -3% | 0% | -7% | 15%
3 | 12% | -1% | -14% | 7%
4 | 0% | -1%[46.1 µM] | -2% | ?
5 | -14% | -7%[7.67 µM] | ? | ?
6 | -5% | 10%[46.1 µM] | 5% | -1%
7 | ? | -34% | 3% | -12%
8 | -10% | -7%[46.1 µM] | -12% | 4%
9 | -1% | 21% | 6% | 6%
10 | 4% | -7% | . | .
11 | 2% | 3%[46.1 µM] | -2% | -1%
12 | -7% | -2%[46.1 µM] | ? | -8%
13 | -6% | -9%[46.1 µM] | -13% | 1%
14 | -3% | 27% | 7% | 8%
15 | 6% | 1% | -15% | ?

Reprinted from the part before: 3 entries, then new ones.
item | Compound | aGlu spleen mod | aGal spleen mod | Tau fluor cs | Epigenetic derep
13 | CCC(C)NS(=O)(=O)c1ccc(S(=O)(=O)N(CC(=O)Nc2ccccc2)CC2CCCO2)cc1 (stereo unspecified) | -2% | 1% | -21% | -1.0%
14 | Cc1csc(NC(=O)CSc2ncc(-c3ccccc3)[nH]2)n1 | -8% | -4% | -24% | -0.1%
15 | COC(=O)c1c(NC(=O)COC(=O)CCS(=O)(=O)c2ccc(C)cc2)sc(C)c1C | 2% | 0% | -8% | -1.9%
16 | CC(C)=CCN1CCN(Cc2ccc(Sc3nncn3C)o2)CC1CCO (stereo unspecified) | 2% | 5% | 0% | -0.1%
17 | Cn1cc(C(=O)c2ccc(F)cc2)cc1-c1nc2ccccc2n1C | -1% | -8% | 4% | 0.0%
18 | CN(CC(O)COc1ccc(S(=O)(=O)N2CCOCC2)cc1Cl)C1CCCCC1 (stereo unspecified) | -8% | -3% | -10% | 0.1%
19 | C/C(=N/Nc1ccc(Cl)cc1)c1cnnc(-c2ccccc2)n1 | 0% | -5% | -5% | 4.0%
20 | CC(=O)Nc1ccc(C(=O)OCC(=O)NCc2ccccc2)cc1 | 5% | 6% | -3% | 3.6%
21 | O=C(O)/C(=C\c1cn(-c2ccccc2)nc1-c1ccc(Cl)cc1)NC(=O)c1ccccc1 | 1% | -1% | 8% | 0.0%
22 | Cc1ccc(C(=O)NNC(=O)CCn2nnc3ccccc32)cc1 | 0% | -3% | -12% | -5.2%
23 | Cc1cccc(C)c1NC(=O)c1ccc(CN2CCc3ccccc3C2)cc1 | -7% | -4% | -16% | 0.9%
24 | CNCCCOc1cccc(OC(C)C)c1 | 2% | -1% | 0% | -0.4%
25 | O=C(c1ccc2c(c1)OCO2)N1CCCCC1 | 4%&-9% | -24%&-14% | -6% | 1.9%
26 | COc1cccc(C2=CC(c3ccc(C)cc3)n3ncnc3N2)c1 (stereo unspecified) | -12% | 0% | -7% | 0.8%
27 | CCOC(=O)CNC(=O)c1c(C)nn(C)c1Cl | -5% | 3% | 6% | -0.5%
28 | COc1ccc2nc(NC(=O)[C@@H]3CCCN3C(=O)c3cccs3)sc2c1 | 4% | 4% | -1% | -2.5%
29 | COc1ccc(CCN2C(=O)c3[nH]nc(-c4ccccc4O)c3C2c2cccc(Cl)c2)cc1 (stereo unspecified) | -4% | 7% | ? | -2.7%
30 | COc1ccc(NC(=O)CC2CCCCC2)cc1OC | -7% | -14% | -3% | -11%

item | GAA glycogen | NPSR antagonist | GAA inhib | ALDH1A1 inh
13 | -6% | -9%[46.1 µM] | -13% | 1%
14 | -3% | 27% | 7% | 8%
15 | 6% | 1% | -15% | ?
16 | -9% | -16% | . | 3%
17 | 3% | -17%[46.1 µM] | 2% | 4%
18 | -4% | 13% | . | .
19 | 9% | 12% | 1% | -2%
20 | 18% | 15% | 1% | 2%
21 | -3% | -4% | . | .
22 | 9% | -4% | -5% | -1%
23 | 5% | -18%[46.1 µM] | -12% | 4%
24 | 7% | -10%[46.1 µM] | 2% | ?
25 | . | . | . | -6%
26 | -1% | -11%[46.1 µM] | 0% | ?
27 | -3% | 16% | -5% | 5%
28 | -1% | -13% | 0% | 15%
29 | -7% | ? | ? | -5%
30 | 1% | -7%[46.1 µM] | -7% | 6%

Further structures
item | Compound | aGlu spleen mod | aGal spleen mod | Tau fluor cs | Epigenetic derep
31 | CCN1CC=C2C(C#N)=C(N)C(C#N)(C#N)[C@H](c3ccoc3)[C@H]2C1 | 0% | ? | -16% | -2.7%
32 | O=C(O/N=C1\C(=O)N(c2ccccc2)c2ccccc21)C1CC1 | 6% | 8% | -1% | -0.5%
33 | CCC(=O)c1ccc(N2CCN(C(=O)c3cc([N+](=O)[O-])ccc3F)CC2)c(F)c1 | 8% | 3% | -10% | 2.8%
34 | CC1CCN(c2nc(-c3ccccc3)cc(C(F)(F)F)n2)CC1 | 5% | 12% | -8% | 1.4%
35 | NC(=O)CC(NC(=O)Cc1cccc2ccccc12)c1ccc(NCc2ccccn2)c([N+](=O)[O-])c1 (stereo unspecified) | 4% | -8% | -12% | -0.9%
36 | CCN(CC)C(=O)Cn1nnc(-c2ccc(C)o2)n1 | 5% | -5% | -6% | 0.0%
37 | C=CC[C@@H]1C=C[C@H](ON=C(C)C)[C@H](CO)O1 | 3%[17.4 µM] | 4%[17.5 µM] | 0%[11.6 µM] | 0.0%[10.1 µM]
38 | N#Cc1c(-c2ccccc2)cc(-c2ccccc2)nc1SCc1nnc(-c2ccccc2)o1 | 4% | 4% | -7% | -1.1%
39 | CC1(c2ccccc2)NC(=O)N(Cc2ccc([N+](=O)[O-])cc2)C1=O (stereo unspecified) | -14% | 1% | -11% | 0.0%
40 | CC(=O)c1ccc(N2CCN(C(=O)c3ccco3)CC2)c(F)c1 | -2% | -6% | -3% | -2.1%
41 | CCCN(C(=O)COc1ccc(Cl)cc1Cl)c1c(N)n(Cc2ccccc2)c(=O)[nH]c1=O | 1% | 7% | 0% | -1.2%
42 | Cc1nc2sc(C(c3cccc(F)c3)N3CCCCC3)c(O)n2n1 (stereo unspecified) | -10% | 3% | 2% | 1.0%
43 | O=C(c1ccc(Br)o1)N1CCN(c2ccc3nnc(-c4ccccc4)n3n2)CC1 | -13% | 16% | -3% | -0.8%
44 | COc1ccc(-c2nnc(N)s2)cc1 | 4% | -4% | -10% | -7.2%
45 | COCCNC(=O)C(=O)NCC1OCCN1S(=O)(=O)c1cccs1 (stereo unspecified) | 1% | 6% | -12% | -1.8%

item | GAA glycogen | NPSR antagonist | GAA inhib | ALDH1A1 inh
31 | ? | -7%[46.1 µM] | 7% | ?
32 | 2% | 1% | -5% | -4%
33 | -9% | 9% | -8% | -10%
34 | 6% | 0%[46.1 µM] | 1% | 4%
35 | 2% | 3% | . | .
36 | -4% | -21%[46.1 µM] | -2% | 25µM*
37 | . | . | . | 7%[13.5 µM]
38 | -27% | -8%[46.1 µM] | 4% | -2%
39 | 13% | -14%[46.1 µM] | -4% | 4%
40 | -10% | -12%[46.1 µM] | -15% | 3.5µM*
41 | 10% | -39% | 2% | -2%
42 | 8% | 0%[46.1 µM] | 1% | -1%
43 | -1% | ? | -7% | -13%
44 | 2% | -8%[46.1 µM] | 0% | ?
45 | -4% | 10% | . | .

(next part)
item | Compound | aGlu spleen mod | aGal spleen mod | Tau fluor cs | Epigenetic derep
46 | O=C(C1=C(O)C(=O)N(Cc2cccnc2)C1c1ccccn1)c1cccs1 (stereo unspecified) | -6% | -3% | -5% | 0.0%
47 | Nc1no[n+]([O-])c1-c1ccccc1 | 7% | 5% | 2% | -1.3%
48 | O=C1NC(c2ccncc2)Nc2sc3c(c21)CCCC3 (stereo unspecified) | 6% | 11% | ? | -2.0%
49 | CCCNC(=O)C1CC(=O)N(c2ccc(OCC(=O)Nc3cc(C)cc(C)c3)cc2)C1 (stereo unspecified) | 3% | 9% | 10% | 0.0%
50 | Cc1cc(NC(=O)CN2CCCCCCC2)no1 | -4% | 0% | -2% | 2.8%
51 | N#Cc1cnc(NN)nc1 | 1% | 7% | -3% | -1.4%
52 | Cc1cccc(Nc2cc(C)c3c(O)cccc3n2)c1C | -1% | -3% | ? | 8.1%

item | GAA glycogen | NPSR antagonist | GAA inhib | ALDH1A1 inh
46 | -5% | 7% | 0% | 1%
47 | 3% | 12% | -8% | 8%
48 | -7% | 0%[46.1 µM] | 6% | ?
49 | 2% | -6%[46.1 µM] | 3% | -4%
50 | 4% | -5%[46.1 µM] | -3% | -14%
51 | ? | 8% | -5% | ?
52 | 10µM* | -25% | -2% | -1%

Not all compounds are listed, so the mix of outcomes need not match the whole.
